Compound activity from PubChem BioAssay.
Glioma ERSR ind = qHTS for Inducers of the Endoplasmic Reticulum Stress Response (ERSR) in Human Glioma: qHTS; U87-MG GRP78 promoter luciferase reporter, 16 h; Potency, µM, for inactives: top-dose activation, hits mostly activators; 0.02% of 420,000 active; AID 602332, 2012; further: potency means the concentration at half of the fitted maximal effect; series mostly up to about 76 µM; % of control where 0% means no effect; nearly all actives have a fitted effect of over 35% in size
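Stably transfected U87-MG human glioma cells carrying a GRP78-based luminescent sensor were seeded at 1000 cells/well, pin-dosed with compounds and incubated 16 h. Luciferase reagent was then added, and end-point luminescence was read after 10 min at room temperature.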
D1 ag = Allosteric Agonists of the Human D1 Dopamine Receptor: qHTS; D(1A) dopamine receptor (Homo sapiens), P21728; HEK293 T-REx D1 cells, calcium flux, agonist mode; activation, % at 2 µM; 1% of 360,000 active; AID 504660, 2011; in the data active means activation above about 30%; further: 0% is about no effect
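Agonism was scored from calcium flux recorded over 180 s (1 read/s) after pintool compound addition, following a 10-cycle baseline. Cells were inducible force-coupled HEK293 TREx D1, plated overnight at 30 C and loaded with no-wash calcium dye.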
RXFP1 antag = qHTS Assay for Antagonists of the Relaxin Receptor RXFP1; Relaxin receptor 1 (Homo sapiens), Q9HBX9; activity change, negative = inhibition, % at 57.5 µM; HEK293-RXFP1, relaxin-stimulated cAMP HTRF, 30 min; stronger effect = lower value; 0.59% of 350,000 active; AID 1259400, 2018;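 active means activity change of -60% or lower, but not beyond a set lower limit; inconclusive means change between -60% and -40%, or beyond the set limit; inactive means change above -40%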; further: on the % scale 0 is the no-effect control and ±100 the full control effect
Target sequence (Q9HBX9 whole entry, looked up): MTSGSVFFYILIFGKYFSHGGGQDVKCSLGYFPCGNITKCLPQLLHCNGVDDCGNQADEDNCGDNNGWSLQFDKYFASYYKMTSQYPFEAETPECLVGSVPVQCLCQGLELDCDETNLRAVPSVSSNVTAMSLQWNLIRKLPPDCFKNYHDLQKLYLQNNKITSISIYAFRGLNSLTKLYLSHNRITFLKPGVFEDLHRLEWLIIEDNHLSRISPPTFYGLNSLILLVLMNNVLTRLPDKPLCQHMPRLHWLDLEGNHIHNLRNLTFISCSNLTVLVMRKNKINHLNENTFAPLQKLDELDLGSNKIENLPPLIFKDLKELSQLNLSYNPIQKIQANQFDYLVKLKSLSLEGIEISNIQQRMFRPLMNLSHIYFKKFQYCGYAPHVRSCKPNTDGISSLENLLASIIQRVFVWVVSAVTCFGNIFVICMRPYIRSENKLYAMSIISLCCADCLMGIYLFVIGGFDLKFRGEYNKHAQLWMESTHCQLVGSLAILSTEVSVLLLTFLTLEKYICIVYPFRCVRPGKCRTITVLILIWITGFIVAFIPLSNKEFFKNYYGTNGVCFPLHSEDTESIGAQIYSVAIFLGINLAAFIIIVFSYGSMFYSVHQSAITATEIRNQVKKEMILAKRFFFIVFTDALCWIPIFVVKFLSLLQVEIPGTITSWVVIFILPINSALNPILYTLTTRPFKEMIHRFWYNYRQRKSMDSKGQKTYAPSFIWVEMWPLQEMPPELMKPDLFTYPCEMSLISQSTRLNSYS
D1 potentiator = Potentiators of Human D1 Dopamine Receptor: qHTS; AID 504651, 2011; potentiation, % at 10 µM; HEK293 TREx D1 cells, calcium flux, dopamine EC20 potentiation; 0.036% of 360,000 active; D(1A) dopamine receptor (Homo sapiens), P21728; in the data active means potentiation above about 30%; further: 0% is about no effect
Vif-APOBEC3F blk = qHTS for Inhibitors of Vif-A3F Interactions: qHTS. Potency, µM (top dose mostly 46.1 µM), without a hit: at the top dose activity, negative = active. 0.2% of 390,000 active. HeLa A3F-eYFP + Vif (tagged APOBEC3F with the HIV-1 protein that degrades it), YFP fluorescence increase; further: potency means the concentration at half of the fitted maximal effect; % of control where 0% means no effect; nearly all actives have a fitted effect of over 65% in size
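HeLa cells stably expressing Vif plus C-terminally eYFP-tagged A3F were seeded, incubated overnight at 37 deg C, dosed with compound, incubated overnight again at 37 deg C. Yellow fluorescence (Ex 488/Em 500-530) reported blocked Vif-mediated A3F-eYFP degradation.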
RXFP1 ag = qHTS Assay for Agonists of the Relaxin Receptor RXFP1. 0.3% of 370,000 active. AID 2676, 2010. Potency, µM (doses to about 57.5 µM), inactives show at the top dose activation, hits mostly activators. HEK293T-RXFP1 cAMP TR-FRET, 30 min; response scale: percent of porcine relaxin response, buffer zero. Relaxin receptor 1 (Homo sapiens), Q9HBX9; further: potency means the concentration at half of the fitted maximal effect; on the % scale 0 is the no-effect control and ±100 the full control effect; nearly all actives have a fitted effect of over 60% in size; many of its hits are not listed in these tables
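HEK293 cells stably expressing RXFP1, treated 30 min at 37C with compounds plus PDE4 inhibitor Ro 20174; cAMP measured by HTRF TR-FRET. Normalized to buffer and 29 nM porcine relaxin; EC50 by Hill fit.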
Vif-APOBEC3G blk = qHTS for Inhibitors of Vif-A3G Interactions: qHTS. HeLa A3G-eYFP + Vif (tagged APOBEC3G with the HIV-1 protein that degrades it), YFP fluorescence, overnight. Potency, µM (doses to about 46.1 µM), without a hit: at the top dose activity, negative = active, hits mostly inhibitors. 0.076% of 410,000 active. AID 602310, 2012;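 further: potency means the concentration at half of the fitted maximal effect; on the % scale 0 is the no-effect control and ±100 the full control effect; nearly all actives have a fitted effect of over 60% in size; hits raise eYFP signal because A3G escapes Vif-driven loss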
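Read-out is eYFP fluorescence (Ex 488/Em 500-530) from Vif-expressing HeLa A3G-eYFP cells; more signal means A3G escaped Vif-mediated degradation. Cells plated overnight, compound pinned in, incubated overnight at 37 deg C.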
D2 PAM = HTS Assay for Positive Allosteric Modulators of the Human D2 Dopamine Receptor: Primary Screen for Potentiators. HEK293 T-REx D2, calcium flux, EC20 dopamine potentiation. potentiation, % at 10 µM. 0.34% of 340,000 active. AID 485347, 2010;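 active means potentiation over 3 SD above the plate norm, cut at about 30% in these data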; further: 0% is about no effect
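Potentiation of an EC20 dopamine calcium response is measured in a force-coupled, tetracycline-inducible Hek293 Trex D2 line. Compound-only kinetic reads over 180 s flag agonists before dopamine addition.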
D1 antag = Antagonist of Human D 1 Dopamine Receptor: qHTS; D(1A) dopamine receptor (Homo sapiens), P21728; HEK293 TREx D1 cells, calcium flux, dopamine EC80; stronger effect = lower value; activity change, negative = inhibition, % at 10 µM; 3.2% of 360,000 active; AID 504652, 2011; in the data active means activity change below about -30%; further: on the % scale 0 is the no-effect control and ±100 the full control effect
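Tetracycline-induced HEK293 Trex D1 cells, force-coupled to calcium, dye-loaded; compounds added and read 180 s, then EC80 dopamine added and calcium flux tracked kinetically another 180 s.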
* marks the source's active call; other numbers are inactive results; ? = inconclusive; · = not tested or not shown. Unless noted, the call rests on the fitted dose curve; in most records, active means well fitted curve in the direction sought with a large enough effect; inconclusive means small, poorly fitted or top-dose-only effect, or another doubt; inactive means no such curve, though single readings can be large; an effect the other way counts as inactive or inconclusive. Some of the compounds tested. The share of hits here may be higher or lower than overall.

SMILES | Glioma ERSR ind | D1 ag | RXFP1 antag | D1 potentiator | Vif-APOBEC3F blk | RXFP1 ag | Vif-APOBEC3G blk | D2 PAM | D1 antag
O=C(c1ccc(-c2ccccc2Cl)o1)N1CCCCCCC1 | 8% | · | -28 | · | -5% | · | 0% | · | ·
CN(C)S(=O)(=O)N1CCN(Cc2ccccc2)CC1 | -4% | 3 | 22 | 1 | -1% | 0.6% | 0% | -4 | -2
Cc1cc(N)c(C)c([N+](=O)[O-])c1C | -2% | -1 | 3 | -1 | 6% | 0.9% | 1% | 1 | -20
CC(C)N(C(=O)Cn1cnc2c(cnn2-c2ccccc2Cl)c1=O)C(C)C | -2% | 3 | -13 | -4 | -1% | 2.1% | -1% | -12 | -4
Cc1ccccc1C(=O)NNC1=NCCC1 | 1% | 3 | 12 | -1 | -7% | 1.7% | 1% | 1 | -1
O=C(Nc1ccc2c(c1)nc1n2CCN(Cc2ccccc2)C1)NC1CCCCC1 | -2% | -1 | -5 | -7 | 1% | 4.9% | -8% | 17 | 12
CSCCC(NC(=O)c1ccccc1)C(=O)OCC(=O)N(C)CCC#N (stereo not given) | -3% | 0 | -5 | -6 | -8% | -0.4% | 2% | 2 | 16
Cc1cc(C)c(/C=N/NC(N)=O)c(C)c1/C=N/NC(N)=O | 4% | 2 | 10 | -2 | 0% | -0.6% | -5% | 4 | 10
Cc1cccc(NC(=O)Cn2c(=O)n(CCc3c[nH]c4ccccc34)c(=O)c3cccnc32)c1 | · | 0 | · | 1 | · | -0.4% | · | 4 | -1
N#CC1=C(SCc2ccccc2)NC(=O)CC1c1cccc(O)c1 (stereo not given) | -3% | 3 | -11 | -2 | 0% | -1.4% | -1% | 1 | -8
CCc1nnc(NC(=O)c2nc(SCc3ccccc3F)ncc2Cl)s1 | -2% | 1 | · | 0 | -6% | -1.3% | -3% | 1 | 1
O=C(COc1ccc(Br)cc1)Nc1ccc(-c2nnc(-c3ccco3)o2)cc1 | -1% | 4 | 3 | -4 | -6% | 4.4% | 0% | · | -9
O=C(NC1CCCC1)C1CC(=O)N(c2ccccc2)C1 (stereo not given) | -3% | 2 | -13 | -1 | -5% | -1.2% | 1% | -10 | 3
Cc1c(Cl)cccc1NC(=O)NCCCN1CCCC1=O | 1% | 0 | 3 | 6 | 2% | 0.1% | -1% | 0 | -4
CC1=CC2=NC(=O)/C(=C\c3ccc(OC(=O)c4ccco4)cc3)C(=N)N2O1 | 0% | 2 | -22 | 2 | 3% | -0.7% | -2% | 5 | 7
O=C(O)c1c(Cl)c(Cl)c(Cl)c(Cl)c1C(=O)OCC1CCCO1 (stereo not given) | -6% | · | 4 | · | -3% | · | 0% | · | ·
COCCN(C(=O)CCCC(=O)Nc1ccccn1)C(C(=O)NC1CCCC1)c1ccc(C)cc1 (stereo not given) | -1% | 1 | -11 | -3 | 5% | 1.2% | -2% | 10 | 5
CC(C)OP(=O)(OC(C)C)C(NC(=O)c1ccc(Br)cc1)c1ccccc1 (stereo not given) | -6% | 9 | 15 | -3 | -1% | 2.9% | ? | -3 | -20
COc1ccc(CCNS(=O)(=O)CCNC(=O)c2ccc3c(c2)OCO3)cc1OC | -6% | 0 | -2 | -2 | 5% | 1.0% | 3% | 1 | 3
Cc1nonc1OCCCNc1ccc([N+](=O)[O-])cc1Cl | 2% | -2 | -5 | -4 | -11% | 1.9% | -3% | 1 | 11
COc1ccc(N2CCN(C(=O)c3cc(=O)c4cc(C)ccc4o3)CC2)cc1 | -2% | 7 | -23 | -1 | 18% | -0.9% | -3% | 3 | -13
CCOC(=O)C1=C(N2CCCCC2)c2cc3c(n2C1=O)CCCC3 | -1% | 4 | -9 | -6 | 11% | 2.5% | 0% | 8 | 0
CCc1nccn1S(=O)(=O)c1cc(C)c(OC)cc1C | -2% | -2 | -5 | -4 | 0% | 2.2% | -1% | -1 | ·
CCOc1ccc(Nc2nc(N)nc(CCl)n2)cc1 | -11% | 0 | 7 | -2 | 7% | -1.3% | -8% | 8 | -6
COc1ccc(CCNC(=O)c2csc3c2CCCC3)cc1 | 1% | 5 | -1 | -5 | 8% | 0.4% | 1% | -1 | -14
More results:
SMILES | Glioma ERSR ind | D1 ag | RXFP1 antag | D1 potentiator | Vif-APOBEC3F blk | RXFP1 ag | Vif-APOBEC3G blk | D2 PAM | D1 antag
CC1CN(C(=O)CCS(=O)(=O)c2ccccc2)CC(C)O1 (stereo not given) | -1% | 2 | 2 | -6 | 17% | -0.8% | 4% | · | 0
CCOC(=O)c1cccc(NC(=O)CCc2nc(-c3ccc(C)cc3)no2)c1 | -6% | 31* | -18 | 4 | -6% | 0.1% | -6% | 7 | -22
O=c1c(-c2nc3ccccc3s2)cccn1Cc1ccc(Cl)cc1 | ? | · | 7 | · | -1% | 7.9% | 1% | · | ·
COCCNC(=S)Nc1ccc(S(=O)(=O)Nc2ncccn2)cc1 | 1% | 1 | ? | 1 | -2% | -1.2% | 0% | 4 | 9
COc1ccc(-n2c(=S)[nH]c3c(sc(=S)n3-c3ccccc3)c2=O)c(OC)c1 | -7% | 0 | -22 | 1 | -14% | 2.7% | -22% | 37* | 14
O=C(CN1CCSCC1)c1c[nH]c2ccccc12 | 2% | 3 | 2 | 8 | -5% | 0.7% | -3% | 21 | 3
Cc1ccc(Cn2cccc(NC(=O)NCc3ccccc3)c2=O)cc1 | -1% | 2 | -21 | -2 | -1% | 2.3% | -4% | -1 | 12
CC(C)(C)c1ccc(OCC(=O)NCCN2CCCC2)cc1 | 0% | 15 | -1 | 5 | -3% | 2.0% | 1% | 17 | 10
CC(C)OC(=O)CN1CCN(C2c3ccccc3-c3ccccc32)CC1 | -7% | 1 | -18 | 3 | 1% | 0.3% | 0% | 0 | -1
COC(=O)c1cc(S(=O)(=O)n2nc(C)cc2C)c(Cl)cc1Cl | -3% | 2 | 9 | 0 | · | -0.4% | 0% | 11 | -9
CC1(C)CC(=O)C(=Cc2cn(CCC#N)nc2-c2ccc(Cl)cc2)C(=O)C1 | -5% | -1 | ? | -5 | -28% | 2.0% | -11% | 5 | -29
CCCNC(=O)N(C)C[C@@H]1Oc2cc(Br)ccc2S(=O)(=O)N([C@@H](C)CO)C[C@H]1C | -2% | · | 10 | · | -7% | · | -9% | · | ·
OCCN(Cc1ccccc1)CC1CC=CCC1 (stereo not given) | -2% | 2 | 6 | -4 | -3% | -0.2% | 0% | -1 | -5
COc1ccc(-c2nnn(CC(=O)N(CC(=O)NC3CCCC3)c3ccccc3F)n2)cc1OC | -4% | 1 | -18 | -4 | -23% | -0.8% | -1% | 2 | 2
COc1ccccc1NC(=O)Nc1cc(C(C)(C)C)nn1C | -1% | 6 | -8 | -4 | 8% | -0.9% | 1% | -14 | -6
COc1ccccc1OCC(=O)NCc1ccco1 | -1% | 3 | 0 | -7 | -24% | 1.9% | 2% | · | 1
COc1ccccc1-c1coc2cc(OC(=O)/C=C/c3ccccc3)ccc2c1=O | -2% | 4 | · | -2 | 0% | 1.7% | 0% | -5 | -16
COc1ccc(NC(=O)CN(C)S(=O)(=O)c2cccs2)cc1 | -1% | 3 | -3 | -4 | 1% | 2.5% | 0% | -19 | 10
COc1ccc(N(CC(=O)Nc2cccc(C(=O)O)c2)S(=O)(=O)c2c(C)noc2C)cc1 | -2% | 4 | -18 | 1 | -1% | 2.8% | 0% | 1 | 6
CC(C)Oc1ccc(CCc2nnc(SC(C)C(=O)O)n2-c2ccccc2)cc1 (stereo not given) | -4% | 1 | 0 | -6 | 1% | -0.2% | 3% | -14 | -9
Cc1cccc(-c2csc(NC(=O)c3cnccn3)c2C(=O)OC(C)C)c1 | -7% | 3 | 4 | 6 | 3% | -0.5% | 1% | 0 | 12
CCCCn1c(N)c(N(CCC(C)C)C(=O)C2CCCC2)c(=O)[nH]c1=O | -3% | 0 | -12 | 1 | 4% | -0.1% | 2% | 0 | 16
CCCCn1nc(C(=O)Nc2ccccc2N2CCCC2)c2ccccc2c1=O | -3% | 6 | -11 | 9 | -11% | 0.4% | -5% | 21 | 37
CCn1c(-c2ccc(S(=O)(=O)N3CCOCC3)cc2)csc1=Nc1ccc(C)c(Cl)c1 | 0% | 1 | 5 | -4 | 6% | -1.1% | 2% | -4 | -37*
Cc1cc(NC(=O)Cn2nc(C)n3cccc3c2=O)ccc1Br | -4% | 14 | -6 | -3 | 2% | -2.6% | 3% | · | -14
The list continues:
SMILES | Glioma ERSR ind | D1 ag | RXFP1 antag | D1 potentiator | Vif-APOBEC3F blk | RXFP1 ag | Vif-APOBEC3G blk | D2 PAM | D1 antag
COc1cccc(-c2nnc(SCC(=O)Nc3cc(C)ccc3OC)n2N)c1 | 0% | 1 | 12 | -5 | -6% | 1.0% | 0% | -18 | -1
CCOC(=O)c1c(O)c2c([nH]c1=O)CCCC2 | -6% | 0 | 2 | -6 | -2% | 0.2% | -2% | -7 | -8
Cc1ccc(C(=O)Nc2ccc(N3CCN(S(C)(=O)=O)CC3)cc2)cc1 | 0% | 2 | -38 | 1 | -4% | 1.3% | 1% | · | 8
Cc1cccc(N2CCN(C(=O)c3ccc4[nH]c(C)c(C)c4c3)CC2)c1C | -3% | · | ? | · | -5% | · | ? | · | ·
CSc1nc2sc3c(c2c2nncn12)CCC3 | -4% | 1 | -1 | -5 | 1% | 4.3% | -2% | 3 | 8
Nc1nc(SCC(=O)NCCC(c2ccccc2)c2ccccc2)n[nH]1 | -1% | 1 | -10 | 3 | 5% | -0.2% | 0% | · | -13
Cc1nc2ccccc2n1/C(=N/S(=O)(=O)c1ccc(Br)cc1)c1ccccc1 | · | 0 | · | -5 | · | 0.3% | · | -8 | 8
